High-throughput results: PubChem, Broad Institute
C diff growth: C. difficile growth inhibitors, primary screen, HTS | Clostridium difficile clinical isolate growth, OD600, 24 h; hits give low values | growth activity, negative = inhibition, % at 16 µg/mL (by protocol) | 86,000 tested, 0.25% active;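 active = mean growth activity at or below -80% and every replicate also at or below -80%; inconclusive = mean at or below -80% but some replicate above -80%; inactive = mean growth activity above -80%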;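 note: 0% = DMSO wells and -100% = levofloxacin 16 µg/mL wells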
GASC1 inh: inhibitors of GASC-1 (KDM4C) histone demethylase, primary screen, biochemical, single concentration HTS; Lysine-specific demethylase 4C (Homo sapiens), Q9H3R0; GST-KDM4C 2-372, H3K9me3 peptide, LANCE TR-FRET; inhibition, % at 12.5 µM; 96,000 tested, 0.15% active; AID 720574, 2013;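 active = mean replicate inhibition above about 25%, with at least 55% of replicates also reaching it, limit read from the data, passing the limit was not always enough; inconclusive = only one of those two conditions met; inactive = neither condition met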
Target sequence (Q9H3R0 2-372 limits assumed): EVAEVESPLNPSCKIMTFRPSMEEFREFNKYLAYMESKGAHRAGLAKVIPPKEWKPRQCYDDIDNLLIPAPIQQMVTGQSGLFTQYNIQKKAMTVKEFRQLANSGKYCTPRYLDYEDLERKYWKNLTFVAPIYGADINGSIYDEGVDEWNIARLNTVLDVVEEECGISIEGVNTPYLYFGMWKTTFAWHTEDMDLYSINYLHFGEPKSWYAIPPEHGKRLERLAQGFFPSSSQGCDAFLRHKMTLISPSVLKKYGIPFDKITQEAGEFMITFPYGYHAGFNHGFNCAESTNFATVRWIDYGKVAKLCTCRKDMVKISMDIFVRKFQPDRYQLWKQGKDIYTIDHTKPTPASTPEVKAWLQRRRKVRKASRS
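Material: N-terminal GST-fused human GASC-1 (KDM4C) fragment, residues 2-372. Input: 10 nM enzyme. Incubation: enzyme reaction 30 min, then detection 60 min, both room temperature. Doses: one test concentration per compound. Read-out basis: inhibition from TR-FRET ratio decrease. Detection: LANCE TR-FRET, excitation 340 nm, emissions 618 and 671 nm.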
Tcruzi prolif: T. cruzi intracellular proliferation inhibitors, primary screen, cell-based, beta-gal Tulahuen parasites, NIH3T3 host, luminescence; T. cruzi beta-gal in NIH3T3, GalScreen luminescence, 90 h; inhibition, % at 8.34 µM; 77,000 tested, 5.9% active; AID 624255, 2012;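 active = mean inhibition above about 93%, with at least 55% of replicates each passing it, limit read from the data, passing the limit was not always enough; inconclusive = only one of those two conditions holds; inactive = neither condition holds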
Pf Dd2 growth: P. falciparum Dd2 growth inhibitors, primary screen, SYBR Green fluorescence, single dose replicates; 72 h; hits give low values; activity change, % at 10 µM; 94,000 tested, 2.3% active; AID 1159554, 2015; in the data active = activity change below about -80%; inconclusive = no clear call, values can overlap the other calls
* marks the source's active call; other numbers are inactive results; ? = inconclusive; / = not tested or not shown; & = joins results of further samples.

The first 5 compounds, to show the layout:
Fields: C diff growth	GASC1 inh	Tcruzi prolif	Pf Dd2 growth
1: COc1ccc(S(=O)(=O)Nc2ccc3c(c2)C(=O)N([C@H](C)CO)C[C@H](C)[C@@H](CN(C)S(=O)(=O)c2c(C)noc2C)OCCCC[C@H](C)O3)cc1
 : -5	0.0	42	-14
2: O=C(C[C@@H]1CC[C@H]2[C@@H](COC[C@H](O)CN2Cc2cccc(C(F)(F)F)c2)O1)NCc1ccc(Cl)cc1
 : 72&64	0.2	125*	-21
3: C[C@@H]1CN([C@H](C)CO)C(=O)c2cc(NS(=O)(=O)c3cccs3)ccc2O[C@@H]1CN(C)C(=O)Nc1ccc(F)cc1
 : -5	0.1	7	5
4: CN1C(=O)c2cc(NC(=O)C3CC3)ccc2OC[C@@H]2O[C@@H](CC(=O)NCc3cccc(F)c3)CC[C@H]21
 : -2	-1.0	20	3
5: C[C@H](CO)N1C[C@H](C)[C@@H](CN(C)C(=O)CCCN(C)C)OCCCC[C@H](C)Oc2ccc(NC(=O)Nc3ccc(C(F)(F)F)cc3)cc2C1=O
 : /	2.6	17	4

This part in full, from the start:
Fields: C diff growth	GASC1 inh	Tcruzi prolif	Pf Dd2 growth
1: COc1ccc(S(=O)(=O)Nc2ccc3c(c2)C(=O)N([C@H](C)CO)C[C@H](C)[C@@H](CN(C)S(=O)(=O)c2c(C)noc2C)OCCCC[C@H](C)O3)cc1
 : -5	0.0	42	-14
2: O=C(C[C@@H]1CC[C@H]2[C@@H](COC[C@H](O)CN2Cc2cccc(C(F)(F)F)c2)O1)NCc1ccc(Cl)cc1
 : 72&64	0.2	125*	-21
3: C[C@@H]1CN([C@H](C)CO)C(=O)c2cc(NS(=O)(=O)c3cccs3)ccc2O[C@@H]1CN(C)C(=O)Nc1ccc(F)cc1
 : -5	0.1	7	5
4: CN1C(=O)c2cc(NC(=O)C3CC3)ccc2OC[C@@H]2O[C@@H](CC(=O)NCc3cccc(F)c3)CC[C@H]21
 : -2	-1.0	20	3
5: C[C@H](CO)N1C[C@H](C)[C@@H](CN(C)C(=O)CCCN(C)C)OCCCC[C@H](C)Oc2ccc(NC(=O)Nc3ccc(C(F)(F)F)cc3)cc2C1=O
 : /	2.6	17	4
6: C[C@@H]1CN([C@H](C)CO)S(=O)(=O)c2ccc(C#C[C@@H](C)O)cc2O[C@H]1CN(C)Cc1ccccc1
 : -6	/	-33	-62
7: COc1cccc(CN2CCCCN3[C@H](CO)[C@@H](c4ccc(C#Cc5cccnc5)cc4)[C@H]3C2)c1
 : -3	0.6	94	-86*
8: COCCNC(=O)C[C@H]1C[C@@H]2c3cc(NC(=O)c4ccc5c(c4)OCO5)ccc3O[C@@H]2[C@@H](CO)O1
 : -4	1.1	/	1
9: C[C@H](CO)N1C[C@H](C)[C@H](CN(C)C(=O)[C@H](C)c2ccccc2)OCc2ccccc2-c2ccccc2C1=O
 : 0	-1.5	-29	-13
10: C[C@@H]1CN([C@H](C)CO)C(=O)Cc2cc(NC(=O)Cc3ccccc3)ccc2O[C@H]1CN(C)C(=O)NC1CCCCC1
 : 2	5.2	20	1
11: COCc1cn(CC[C@@H]2CC[C@H](NC(=O)Cc3cccnc3)[C@H](CO)O2)nn1
 : 4	0.0	-60	2
12: CC(C)NC(=O)Nc1ccc2c(c1)C(=O)N([C@H](C)CO)C[C@H](C)[C@H](CN(C)S(=O)(=O)c1ccc(F)cc1)OCCCC[C@@H](C)O2
 : 6	0.9	-14	/
13: O=C(C[C@@H]1CC[C@@H](NC(=O)Nc2cc(F)ccc2F)[C@H](CO)O1)Nc1ccc(-c2ccccc2)cc1
 : /	-2.4	-121	-11
14: COc1cccc(S(=O)(=O)N2CC[C@@H]3[C@@H](CO)Nc4ccc(Br)cc4[C@@H]32)c1
 : 8	-2.6	19	19
15: O=C(C[C@@H]1CC[C@@H]2[C@H](COC[C@H](O)CN2C(=O)Nc2ccc(Cl)cc2)O1)NCC1CC1
 : 12	0.2	-15	5
16: CO[C@H]1CN(C)C(=O)c2cc(NC(=O)Nc3ccccc3)ccc2OC[C@H](C)NC[C@@H]1C
 : -5	0.2	-30	/
17: Cc1noc(C)c1NC(=O)Nc1ccc2c(c1)C(=O)N([C@H](C)CO)C[C@H](C)[C@@H](CN(C)S(=O)(=O)c1c(C)noc1C)OCCCC[C@H](C)O2
 : -4	-0.1	27	12
18: C[C@@H]1CN([C@H](C)CO)C(=O)Cc2cc(NC(=O)C3CCCCC3)ccc2O[C@@H]1CN(C)C
 : 1	-0.1	26	34
19: CCC(=O)N1[C@@H](CO)[C@@H](c2ccc(-c3ccccc3OC)cc2)C12CN(C(C)=O)C2
 : -9	-0.4	/	-27
20: C/C=C/c1ccc([C@H]2[C@@H](CO)N3C(=O)CN(Cc4ccc(C)cc4)C[C@H]23)cc1
 : 1	-2.7	/	-5

One compound at a time, from the list above. Values in the order: C diff growth	GASC1 inh	Tcruzi prolif	Pf Dd2 growth
C[C@H](CO)N1C[C@H](C)[C@@H](CN(C)C(=O)CCCN(C)C)OCCCC[C@H](C)Oc2ccc(NC(=O)Nc3ccc(C(F)(F)F)cc3)cc2C1=O across the screens: /	2.6	17	4
CCC(=O)N1[C@@H](CO)[C@@H](c2ccc(-c3ccccc3OC)cc2)C12CN(C(C)=O)C2 across the screens: -9	-0.4	/	-27

(listing goes on)
Fields: C diff growth	GASC1 inh	Tcruzi prolif	Pf Dd2 growth
21: C[C@@H]1CCCCO[C@H](CN(C)C(=O)C2CCCCC2)[C@@H](C)CN([C@@H](C)CO)C(=O)c2cc(NC(=O)Nc3cccc4ccccc34)ccc2O1
 : -3	-1.0	?	-92*
22: COc1ccc(NC(=O)N(C)C[C@H]2Oc3c(NC(=O)CCCCCC(=O)Nc4ccccc4N)cccc3C(=O)N([C@@H](C)CO)C[C@@H]2C)cc1
 : 8	-2.0	/	-25
23: C[C@@H]1CN([C@@H](C)CO)C(=O)CCCn2cc(nn2)CO[C@@H]1CN(C)Cc1ccc(-c2ccccc2)cc1
 : /	0.6	-48	-13
24: CC(=O)N(C)C[C@H]1Oc2cc(C#CCC(C)C)ccc2S(=O)(=O)N([C@H](C)CO)C[C@@H]1C
 : -2	3.2	57	3
25: COc1ccc(NC(=O)N(C)C[C@H]2OCCCC[C@H](C)Oc3ccc(NC(=O)Cc4ccccc4)cc3C(=O)N([C@H](C)CO)C[C@@H]2C)cc1
 : -1	-2.0	15	-29
26: COc1ccc(NC(=O)N(C)C[C@@H]2Oc3ccc(NS(=O)(=O)c4ccc(C)cc4)cc3C(=O)N([C@H](C)CO)C[C@@H]2C)cc1
 : /	-2.1	18	9
27: Cc1noc(C)c1S(=O)(=O)N(C)C[C@H]1OCCCC[C@H](C)Oc2ccc(NS(=O)(=O)c3ccccc3)cc2C(=O)N([C@@H](C)CO)C[C@@H]1C
 : 1	11	103	-59
28: CCCN1C[C@H](C)[C@H](OC)CN(C)C(=O)c2cc(NC(=O)Nc3ccccc3F)ccc2OC[C@H]1C
 : /	0.4	-2	-26
29: C[C@H](CO)N1C[C@H](C)[C@H](CN(C)C(=O)Cc2cccnc2)Oc2ncc(/C=C/c3ccccc3)cc2C1=O
 : 3	1.0	/	-26
30: COc1ccc2c3c([nH]c2c1)[C@@H](CO)N(C(C)=O)CC31CN(C(=O)CN2CCOCC2)C1
 : -3	0.2	/	-80
31: CN1C[C@H]2[C@@H](c3ccccc31)[C@@H](CO)N2C(=O)Nc1ccc(F)cc1
 : -8	-4.2	22	-10
32: CCCNC(=O)C[C@H]1CC[C@@H]2[C@H](COC[C@H](O)CN2CC2CCCCC2)O1
 : 9&0	1.9	/	1
33: C[C@H](CO)N1C[C@H](C)[C@H](CN(C)Cc2ccc3c(c2)OCO3)Oc2c(NS(=O)(=O)c3ccc(Cl)cc3)cccc2C1=O
 : 5&0	-1.9	/	-16
34: CCCC(=O)Nc1ccc2c(c1)OC[C@@H](C)N(C(=O)CC)C[C@@H](C)[C@@H](OC)CN(C)C2=O
 : /	-0.2	-36	12
35: C[C@H]1CN([C@@H](C)CO)C(=O)c2cc(-c3cccnc3)cnc2O[C@H]1CN(C)Cc1ccccc1
 : /	0.5	-4	44
36: Cc1ccc(S(=O)(=O)Nc2ccc3c(c2)CC(=O)N([C@@H](C)CO)C[C@H](C)[C@@H](CN(C)S(=O)(=O)c2c(C)noc2C)O3)cc1
 : 0	-3.7	10	-9
37: C[C@@H](O)C#Cc1ccc([C@@H]2[C@H](CO)N3CCCCN(C(=O)c4ccncc4)C[C@@H]23)cc1
 : -6	2.4	1	30
38: COc1ccc(-c2ccc([C@@H]3[C@@H](C#N)N(C(=O)c4cccc(F)c4)[C@H]3CO)cc2)cc1
 : 9	-0.6	92	-6
39: CCC(=O)Nc1ccc2c(c1)OC[C@@H](C)N(Cc1ccccc1)C[C@H](C)[C@H](OC)CN(C)C2=O
 : -1	3.5	37	-15
40: O=C(C[C@H]1CC[C@@H](NC(=O)C2CC2)[C@H](CO)O1)NCCCN1CCOCC1
 : /	0.5	-21	-14
41: C[C@H](CO)N1C[C@H](C)[C@H](CN(C)S(C)(=O)=O)Oc2cc(-c3ccccc3)ccc2S1(=O)=O
 : -2	-2.6	24	-8
42: C[C@H](CO)N1C[C@H](C)[C@@H](CN(C)S(=O)(=O)c2ccccc2)Oc2ccc(NC(=O)CCCN(C)C)cc2CC1=O
 : 3	0.6	-2	-1
43: Cc1ccccc1-c1ccc2c(c1)O[C@@H](CN(C)Cc1ccc(C(=O)O)cc1)[C@H](C)CN([C@@H](C)CO)S2(=O)=O
 : 21	-0.1	/	20
44: CCN(C[C@@H]1N[C@@H](CO)[C@@H]1c1ccc(-c2cccc(C#N)c2)cc1)C(=O)COC
 : 7	7.8	-88	12
45: CO[C@@H]1CN(C)C(=O)c2cc(NC(C)=O)ccc2OC[C@H](C)N(C(=O)CN(C)C)C[C@H]1C
 : 0	0.5	-33	/
46: CO[C@@H]1CN(C)C(=O)c2cc(NS(=O)(=O)c3ccccc3C)ccc2OC[C@H](C)N(C)C[C@H]1C
 : /	0.6	-2	-5
47: CC=Cc1ccc2n(c1=O)C[C@H]1[C@H](CO)[C@@H](C(=O)NCC3CC3)N(C(=O)CC3CC3)[C@@H]21 (mixture of isomers)
 : -1	1.1	32	10
48: C[C@@H]1CN([C@@H](C)CO)C(=O)c2cc(NC(=O)Cc3cn(C)c4ccccc34)ccc2O[C@@H]1CN(C)Cc1ccc(-c2ccccc2)cc1
 : 41	0.2	40	-9
49: O=C(C1CC1)N1[C@H](CO)[C@H]2c3ccccc3N(S(=O)(=O)c3ccccc3)C[C@H]21
 : -10	-0.5	29	0
50: C[C@H](CO)N1C[C@H](C)[C@H](CN(C)C(=O)OCc2ccccc2)OCc2cnnn2CCCC1=O
 : -2	-1.7	-32&-14	-16&-7
51: COc1ccc(S(=O)(=O)Nc2cccc3c2O[C@H](CN(C)S(=O)(=O)c2c(C)noc2C)[C@@H](C)CN([C@H](C)CO)C3=O)cc1
 : /	/	-7	-6
52: CO[C@@H]1CN(C)C(=O)c2ccc(NS(C)(=O)=O)cc2OC[C@@H](C)N(C(=O)c2ccc3c(c2)OCO3)C[C@@H]1C
 : 0	-2.2	36	1
53: CN(C)C(=O)c1cccc(-c2ccc([C@H]3[C@@H](CO)N4CCCCN(Cc5cccnc5)C[C@H]34)cc2)c1
 : -7	-0.8	?	3
54: C[C@H]1CCCCO[C@@H](CN(C)C(=O)c2ccncc2)[C@@H](C)CN([C@@H](C)CO)C(=O)c2cc(NC(=O)c3ccccc3)ccc2O1
 : -11	2.5	86	-33
55: CC(C)NC(=O)Nc1ccc2c(c1)CC(=O)N([C@@H](C)CO)C[C@H](C)[C@H](CN(C)S(C)(=O)=O)O2
 : 1	-0.4	16	9
56: CC(=O)N1CC[C@@H]2[C@@H](CO)Nc3ccc(-c4cccc(F)c4)cc3[C@@H]21
 : -4	-0.6	90	23
57: Cc1noc(C)c1S(=O)(=O)Nc1ccc2c(c1)C(=O)N([C@@H](C)CO)C[C@@H](C)[C@H](CN(C)Cc1ccc3c(c1)OCO3)OCCCC[C@@H](C)O2
 : -1	0.8	3	-58
58: C[C@@H]1CCCCO[C@@H](CN(C)S(=O)(=O)c2cn(C)cn2)[C@H](C)CN([C@H](C)CO)C(=O)c2cc(NS(=O)(=O)c3cn(C)cn3)ccc2O1
 : 2	0.9	-88	52
59: C[C@H]1CN([C@@H](C)CO)C(=O)c2cccc(NC(=O)C3CCCCC3)c2O[C@H]1CN(C)Cc1ccc(C(=O)Nc2ccccc2N)cc1
 : -5	-1.4	80	-69
60: C[C@@H]1CN([C@@H](C)CO)S(=O)(=O)c2ccc(Br)cc2O[C@@H]1CN(C)C(=O)CN(C)C
 : -5	0.3	-62	9
61: CO[C@H]1CN(C)C(=O)c2cc(NC(=O)Nc3ccc(Cl)c(Cl)c3)ccc2OC[C@@H](C)NC[C@@H]1C
 : -96*	-2.6	-73	-56

Hits appear at their usual frequency; any-hit rate near 7.3%.
